DRD3 agonist: qHTS of D3 Dopamine Receptor Agonist: qHTS; max activation, %; D(3) dopamine receptor (Homo sapiens), P35462; actives 0.58% (n = 410,000); D3R DiscoveRx beta-arrestin cells, luminescence, 90 min; AID 652048, 2013; in the data active means max activation above about 30%; further: 0% is about no effect; mostly tested at two doses, the higher about 12 µM
Target sequence (P35462 whole entry, looked up): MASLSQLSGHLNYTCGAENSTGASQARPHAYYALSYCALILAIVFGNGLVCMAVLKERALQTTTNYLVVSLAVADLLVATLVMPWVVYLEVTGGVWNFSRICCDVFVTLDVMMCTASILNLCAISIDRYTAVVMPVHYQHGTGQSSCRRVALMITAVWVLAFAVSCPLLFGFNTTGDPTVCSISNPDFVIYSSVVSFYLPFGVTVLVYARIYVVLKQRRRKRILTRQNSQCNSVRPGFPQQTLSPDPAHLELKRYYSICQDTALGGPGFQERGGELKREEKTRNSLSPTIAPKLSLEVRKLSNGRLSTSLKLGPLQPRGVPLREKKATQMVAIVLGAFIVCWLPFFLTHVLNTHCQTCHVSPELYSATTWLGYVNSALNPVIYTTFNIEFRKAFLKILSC
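Agonist-mode cell screen: cells plated at 1500/well and incubated overnight at 37 °C, then exposed to library compounds for 90 min at 37 °C. Detection reagent was added for 30–60 min at room temperature, and luminescence was read.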
EPAC2 antagonist: qHTS for Antagonist of cAMP-regulated guanine nucleotide exchange factor 2 (EPAC2): primary screen; Rap guanine nucleotide exchange factor 4 (Homo sapiens), Q8WZA2; EPAC2 GEF exchange of Rap1B-BODIPY-GDP, fluorescence; Potency, µM (titrated, usually from 114 µM), for inactives: top-dose activity, negative = inhibition, actives largely listed as inhibitors; actives 0.18% (n = 360,000); further: potency means the concentration at half of the fitted maximal effect; on the % scale 0 is the no-effect control and ±100 the full control effect; nearly all actives have a fitted effect of over 45% in size; many of its hits are not listed in these tables
Abeta yeast res: qHTS for compounds that reverse cellular toxicity of Amyloid beta (A-beta) peptide in yeast: Primary Screen. yeast expressing A-beta42, growth rescue, OD600, 48 h; response scale: 0% DMSO, 100% iron-clioquinol control. Potency, µM (top dose mostly 46.1 µM), for the others: at the highest dose growth rescue, usual class: activators. actives 0.063% (n = 410,000). AID 1347071, 2019; further: potency means the concentration at half of the fitted maximal effect; nearly all actives have a fitted effect of over 55% in size
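Growth rescue measured by 600 nm absorbance after 48 h yeast culture at 30 C with compound. Values normalized between DMSO and an equimolar ferric chloride plus clioquinol control.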
EPAC2 agonist: qHTS for Agonist of cAMP-regulated guanine nucleotide exchange factor 4 (EPAC2): primary screen | Rap guanine nucleotide exchange factor 4 (Homo sapiens), Q8WZA2 | AID 720711, 2013 | actives 0.079% (n = 360,000) | Potency, µM (top dose mostly 154 µM), for inactives: top-dose activation, actives largely listed as activators | EPAC2 activation, biochemical qHTS; response scale: 100% = 6.5 mM cAMP response; further: potency means the concentration at half of the fitted maximal effect; nearly all actives have a fitted effect of over 50% in size
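Exchange assay: 100 nM EPAC2 with 250 nM Rap1B-BODIPY-GDP and 50 uM GDP. Fluorescence (ex 480/em 540 nm) read every 5 min for 30 min at room temperature. Data normalized to 6.5 mM cAMP as agonist control.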
FUS suppressor: qHTS for Suppressors of FUS Proteinopathy: Primary screen using FUS-linked yeast assay | S. cerevisiae FUS-expressing, growth rescue, OD600, 24 h | Potency, µM (series often up to 76.6 µM), inactives show at the highest dose growth rescue (activation), hits mostly activators | actives 0.24% (n = 390,000) | AID 1347120, 2019;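 further: potency means the concentration at half of the fitted maximal effect; plate controls were DMSO vehicle for no effect and reference control for full effect; nearly all actives have a fitted effect of over 55% in size; some results filed as inactive show a strong effect at the top dose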
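Yeast FUS proteinopathy model; galactose-induced FUS (2%), starting OD 0.005. Cpds in dilution series, 24hr, 30C, 99% humidity. Abs 600 nm growth. Pos ctrl CP55940 (top 92uM final); neg ctrl DMSO.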
aSyn rescue: qHTS of alpha-syn Inhibitors; Yeast expressing alpha-synuclein, growth rescue, BacTiter-Glo, 24 h; Potency, µM (doses to about 46.1 µM), for inactives: at the top dose growth rescue (activation), hits mostly activators; actives 0.14% (n = 370,000); AID 652106, 2013; further: potency means the concentration at half of the fitted maximal effect; % of control where 0% means no effect; nearly all actives have a fitted effect of over 65% in size
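Screening used galactose-induced yeast with toxic alpha-synuclein levels, exposed to compound for 24 hr at 30 deg C. Cell growth, read with BacTiter-Glo luminescence, gave the measured signal.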
DRD3 antagonist: qHTS of D3 Dopamine Receptor Antagonist: qHTS; D(3) dopamine receptor (Homo sapiens), P35462; D3R cells, DiscoveRx beta-arrestin luminescence, antagonist mode; active compounds read low; max response, negative = inhibition, %; actives 2.5% (n = 360,000); AID 652054, 2013; in the data active means max response below about -50%; inconclusive means no clear call, values can overlap the other calls; further: on the % scale 0 is the no-effect control and ±100 the full control effect; mostly tested at two doses, the higher about 12 µM
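Cells expressing the human receptor were seeded at 1500 cells/well, incubated overnight at 37 degrees C in 5% CO2, then exposed to library compounds with dopamine controls for 90 minutes at 37 degrees C before luminescent detection.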
TDP43 rescue: qHTS of TDP-43 Inhibitors; Potency, µM (top dose mostly 46.1 µM), for the others: at the top dose growth rescue (activation), actives largely listed as activators; actives 1.8% (n = 410,000); TDP-43 expressing yeast growth rescue, BacTiter-Glo, 24 h; further: potency means the concentration at half of the fitted maximal effect; % of control where 0% means no effect; nearly all actives have a fitted effect of over 50% in size
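Yeast cells expressing TDP-43 under galactose induction are exposed to compounds for 24 hr at 30 deg C. BacTiter-Glo luminescence measures growth, so protective compounds score as activators.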
* = called active by the depositor; ? = inconclusive; · = not tested or not shown; [ ] = remark or other dose. Unless noted, the call rests on the fitted dose curve; in most records, active means well fitted curve in the direction sought with a large enough effect; inconclusive means small, poorly fitted or top-dose-only effect, or another doubt; inactive means no such curve, though single readings can be large; an effect the other way counts as inactive or inconclusive.

SMILES	DRD3 agonist	EPAC2 antagonist	Abeta yeast res	EPAC2 agonist	FUS suppressor	aSyn rescue	DRD3 antagonist	TDP43 rescue
Cn1ccc(NC(=O)Nc2cccc([N+](=O)[O-])c2)n1	-10	3%	-12%	1%	-3%	-5%	-19	-21%
CC(=O)c1ccc(NC(=O)N[C@@H](CC(C)C)C(=O)O)cc1	3	20%	-20%	0%	0%	-1%	12	-10%
COc1cccc(OC)c1C(=O)Nc1ccc(Br)c(C(=O)c2ccccc2)c1	0	-28%	-3%	17%	21%	-4%	18	8%
CCOc1ccc(-c2c(C(=O)N/N=C(\C)c3ccco3)nnn2-c2nonc2N)cc1	-3	19%	7%	-11%	16%	0%	-21	-8%
CCOC(=O)N1CCN(S(=O)(=O)N2CCCC(C(=O)NCc3ccccc3Cl)C2)CC1 (stereo not given)	0	-1%	10%	-8%	15%	15%	10	15%
COc1ccc([C@H]2CC(=O)C=C(c3cccc(Cl)c3)C2)cc1	-26	-15%	4%	19%	25%	0%	-4	18µM*
O=C(CCCn1cnc([N+](=O)[O-])n1)Nc1cc(Cl)ccc1O	-1	2%	6%	8%	3%	0%	0	-2%
COc1ccccc1NC(C)=[N+](C)CCNS(=O)(=O)c1ccc(Cl)cc1	1	5%	13%	6%	2%	3%	7	15%
Cc1ccc(CNC(=O)c2ccc(NC(=O)c3nsc4ccccc34)cc2)cc1	-1	·	-3%	·	-9%	·	·	21%
CCC(C)NC(=O)Cn1c(=O)n(Cc2ccc(C(=O)NCCCOC)cc2)c(=O)c2ccccc21 (stereo not given)	1	·	-1%	·	17%	·	·	18%
O=C(OC(C(=O)c1c[nH]c2ccccc12)c1ccccc1)c1cnccn1 (stereo not given)	1	?	11%	6%	17%	0%	-3	0%
S=C(NCCCN1CCOCC1)NC1CCCC1	2	10%	4%	4%	7%	2%	17	4%
COc1ccc(C(=O)Nc2ccc(S(=O)(=O)N3CCN(C)CC3)cc2)cc1	-4	-5%	8%	7%	12%	-1%	1	-11%
Clc1cccc(-n2ncc3c(NC4CCCCC4)ncnc32)c1	-15	·	-57%[inhibitor]	·	-4%	·	·	16µM*
COCCNC(=O)[C@@H]1CCCN1C(=O)C1CCN(S(=O)(=O)c2ccc(C)cc2)CC1	1	0%	-16%	8%	-2%	-2%	-3	0%
Cc1cc(C(=O)Nc2sccc2C(N)=O)c(C)o1	-3	0%	-75%[inhibitor]	4%	-1%	-54%[inhibitor]	-6	-48%[inhibitor]
CCOC(=O)CNC(=O)C(CC(N)=O)NC(=O)OC(C)(C)C (stereo not given)	-16	7%	-11%	7%	19%	-2%	?	-10%
COc1ccccc1N1CCN(C(=O)CCc2c[nH]c3ccccc23)CC1	-2	0%	?	14%	-5%	24%	-6	16%
CCCOC(=O)c1ccc(NC(=O)C(=O)NCC2CCCO2)cc1 (stereo not given)	3	-2%	-15%	7%	·	-2%	0	6%
O=C(N/N=C/c1ccc(OC(=O)c2ccccc2Cl)cc1)c1ccc(O)cc1	-4	-3%	-1%	5%	·	1%	3	-7%
O=C(NC1CCN(Cc2ccccc2)CC1)c1c(F)cccc1F	-8	0%	5%	-10%	-5%	-4%	1	4%
O=C(CCCCCn1c(=O)c2sccc2n(Cc2ccc(Cl)cc2)c1=O)NCc1ccc2c(c1)OCO2	-6	·	-1%	·	6%	·	·	19%
CCN(c1ccccc1)S(=O)(=O)c1cccc(C(=O)N2CCN(S(=O)(=O)c3ccccc3)CC2)c1	6	-2%	6%	6%	?	1%	8	4%
COc1ccc(-c2cc(-c3ccc(Cl)cc3)c(C#N)c(SCC(=O)O)n2)cc1	5	-21%	0%	-7%	4%	0%	2	16%
CC1=C(C(=O)Nc2cccc(C)c2C)C(c2cccs2)NC(=S)N1 (stereo not given)	2	4%	-3%	10%	·	-1%	0	2%
Cn1cc(S(=O)(=O)Nc2ccc(F)c(Cl)c2)c(=O)n(C)c1=O	3	0%	5%	6%	-9%	1%	3	10%
C=CCOc1cccc(/C=C2\C(=O)N(Cc3ccc(C)cc3)C(C)=C2C(=O)OC)c1	-7	3%	5%	15%	36%	7%	?	-11%
NS(=O)(=O)c1ccc(O)c(NC(=O)c2ccc([N+](=O)[O-])o2)c1	4	4%	-7%	-1%	28%	2%	-16	-66%[inhibitor]
CC1=NN(C(=O)c2ccccc2Br)C(O)(c2cccnc2)C1 (stereo not given)	1	4%	4%	2%	21%	-5%	23	7%
COc1cccc(C(=O)Nc2cccc3cccnc23)c1OC	-6	-2%	0%	10%	-19%	-9%	-6	-15%

Ordered by SMILES length (falling): 11 of the compounds above
SMILES	DRD3 agonist	EPAC2 antagonist	Abeta yeast res	EPAC2 agonist	FUS suppressor	aSyn rescue	DRD3 antagonist	TDP43 rescue
CCN(c1ccccc1)S(=O)(=O)c1cccc(C(=O)N2CCN(S(=O)(=O)c3ccccc3)CC2)c1	6	-2%	6%	6%	?	1%	8	4%
O=C(CCCCCn1c(=O)c2sccc2n(Cc2ccc(Cl)cc2)c1=O)NCc1ccc2c(c1)OCO2	-6	·	-1%	·	6%	·	·	19%
C=CCOc1cccc(/C=C2\C(=O)N(Cc3ccc(C)cc3)C(C)=C2C(=O)OC)c1	-7	3%	5%	15%	36%	7%	?	-11%
COc1ccc(-c2cc(-c3ccc(Cl)cc3)c(C#N)c(SCC(=O)O)n2)cc1	5	-21%	0%	-7%	4%	0%	2	16%
NS(=O)(=O)c1ccc(O)c(NC(=O)c2ccc([N+](=O)[O-])o2)c1	4	4%	-7%	-1%	28%	2%	-16	-66%[inhibitor]
O=C(N/N=C/c1ccc(OC(=O)c2ccccc2Cl)cc1)c1ccc(O)cc1	-4	-3%	-1%	5%	·	1%	3	-7%
Cn1cc(S(=O)(=O)Nc2ccc(F)c(Cl)c2)c(=O)n(C)c1=O	3	0%	5%	6%	-9%	1%	3	10%
COc1ccccc1N1CCN(C(=O)CCc2c[nH]c3ccccc23)CC1	-2	0%	?	14%	-5%	24%	-6	16%
CCOC(=O)CNC(=O)C(CC(N)=O)NC(=O)OC(C)(C)C (stereo not given)	-16	7%	-11%	7%	19%	-2%	?	-10%
CCCOC(=O)c1ccc(NC(=O)C(=O)NCC2CCCO2)cc1 (stereo not given)	3	-2%	-15%	7%	·	-2%	0	6%
COc1cccc(C(=O)Nc2cccc3cccnc23)c1OC	-6	-2%	0%	10%	-19%	-9%	-6	-15%

(further entries)
SMILES	DRD3 agonist	EPAC2 antagonist	Abeta yeast res	EPAC2 agonist	FUS suppressor	aSyn rescue	DRD3 antagonist	TDP43 rescue
CC(=O)NCCNc1nc(NC(C)C)nc2cc(-c3ccccc3)sc12	5	2%	-16%	7%	-15%	-1%	16	7%
Cc1ccc(Cn2nc(C)c(NC(=O)c3noc4c3CCCCC4)c2C)cc1	1	-1%	9%	0%	37%	1%	17	-7%
CC1=NNC(=O)C1CCC(=O)N/N=C(/C)c1ccc([N+](=O)[O-])cc1 (stereo not given)	-2	2%	-5%	4%	18%	2%	-23	4%
CCN(CC)S(=O)(=O)c1ccc2oc(C(=O)NCCN3CCOCC3)c(C)c2c1	-6	-5%	-13%	-8%	4%	8%	5	4%
O=C(Nc1ccccc1F)c1ccc(CSc2ncccn2)cc1	0	-7%	-1%	7%	-3%	0%	-3	?
COc1ccc(-c2oc3ncn4nc(-c5cccc(C)c5)nc4c3c2-c2ccc(OC)cc2)cc1	-5	·	-12%	·	-15%	-7%	·	0%
O=C(CCNC(=O)c1ccc(Br)cc1)NC1CCCCCC1	-6	3%	4%	10%	·	2%	-16	8%
O=C(NCc1cccnc1)c1cccs1	3	7%	1%	-3%	-14%	0%	11	15%
O=C(CN1CCCCC1)Nc1cc(Cl)ccc1Oc1ccccc1	-9	28µM*	12%	2%	2%	0%	6	17%
Cc1ccc(OCC(=O)Nc2ccc(N3CCN(C(=O)c4ccco4)CC3)cc2)cc1	6	-5%	9%	-2%	18%	1%	12	22%
COCCNc1nc(SCc2ccccc2)nc2sc3c(c12)CCC3	6	4%	-1%	9%	33%	2%	12	9%
CCOC(=O)c1cccc(Nc2nc(C(=O)OCC)nc3ccccc23)c1	13	·	-10%	·	20%	·	·	24%[9.22 µM]
Cc1ccc(NC(=O)CCNS(=O)(=O)c2ccc3c(c2)CCC(=O)N3)cc1	-2	4%	-8%	-1%	2%	5%	9	12%
CCOC(=O)c1c(C)oc2ncnc(Nc3ccc(OC)cc3OC)c12	0	·	-2%	·	2%	·	·	?
Cc1onc(-c2c(Cl)cccc2Cl)c1NC(=O)NC1CCSC1 (stereo not given)	1	3%	-1%	6%	16%	-7%	4	-4%
C[C@@]12C(=O)N(c3ccc(C(F)(F)F)cc3)C(=O)N1[C@@H]1c3ccccc3OC[C@@H]1[C@H]2c1ccccc1	6	-7%	3%	8%	26%	11%	2	-2%
Cc1nc(C/C(=N\N)c2ccc(O)cc2O)cs1	-7	15%	1%	15%	31%	-2%	6	-21%
C[C@H]1CN(S(=O)(=O)c2c(F)cccc2F)CCN1S(=O)(=O)c1ccc2c(c1)OCCO2	·	5%	0%	2%	?	·	·	·
Cc1ccc(NC(=O)c2ccc(OCC3CCCO3)cc2)nc1 (stereo not given)	-11	-1%	12%	12%	3%	-12%	-16	14%
CCN(CC)C(=O)c1oc2ccc(S(=O)(=O)N3CCCCCC3)cc2c1C	10	-4%	-12%	1%	22%	2%	-18	-10%
COc1ccc(S(=O)(=O)N(C)C[C@@H]2Oc3c(NS(=O)(=O)c4cn(C)cn4)cccc3C(=O)N([C@@H](C)CO)C[C@@H]2C)cc1	8	?	3%	-1%	10%	3%	1	13%
CCC1(c2ccccc2)C(=O)N=C(N)N(C#N)C1=O (stereo not given)	0	-3%	-13%	-11%	·	-2%	0	19%
Cc1ccccc1NC(=O)c1ccc(C)c(S(=O)(=O)N2CCN(C)CC2)c1	-5	10%	-7%	7%	-14%	-8%	5	-12%

From PubChem BioAssay

Some of the compounds tested; count on the stated rates, not on these rows.
